CSN inh = CSN deneddylation inhibition; inhibition, % at 12.5 µM; AID 651999; Purified CSN, SCF-Nedd8-OG deneddylation, fluorescence polarization; hit rate 0.38% among 360,000;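 active = pattern-corrected inhibition above about 35%, with an unprinted fluorescence ratio check between 0.5 and 1.5, limit read from the data, passing the limit was not always enough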;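 also: 0% = enzyme with substrate and 100% = substrate without enzyme; some results filed as inactive read as strong as hits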
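Test system: purified human Csn5 enzyme expressed in HEK293T cells. Amount: 0.24 nM enzyme. Reagent: SCFSkp2-Nedd8OG substrate at 10 nM final. Schedule: 90 min incubation of compound, enzyme and substrate at room temperature. Detection: fluorescence polarization. Read-out: % inhibition of substrate cleavage by Csn5.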
DNMT1 inh = blocks human DNA methyltransferase DNMT1. P26358. DNMT1 molecular beacon, Hinp1I cleavage, fluorescence. inhibition (reported as % activation of signal), % at 10 µM. hit rate 0.83% among 360,000. AID 588458; in the data active = inhibition above about 50%
PABP1 MLLE inh = blocks PAM2 peptide binding to the PABP1 MLLE domain; hit rate 0.36% among 360,000; AID 588489; inhibition, % at 20 µM; GST-MLLE / FITC-PAM2 fluorescence polarization; P11940; in the data active = inhibition above about 35%, passing the limit was not always enough;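 also: plate controls were DMSO wells with GST-MLLE for no effect and wells lacking GST-MLLE protein for full effect; some results filed as inactive read as strong as hits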
Target sequence (P11940 whole entry, looked up, the tested form may be a part): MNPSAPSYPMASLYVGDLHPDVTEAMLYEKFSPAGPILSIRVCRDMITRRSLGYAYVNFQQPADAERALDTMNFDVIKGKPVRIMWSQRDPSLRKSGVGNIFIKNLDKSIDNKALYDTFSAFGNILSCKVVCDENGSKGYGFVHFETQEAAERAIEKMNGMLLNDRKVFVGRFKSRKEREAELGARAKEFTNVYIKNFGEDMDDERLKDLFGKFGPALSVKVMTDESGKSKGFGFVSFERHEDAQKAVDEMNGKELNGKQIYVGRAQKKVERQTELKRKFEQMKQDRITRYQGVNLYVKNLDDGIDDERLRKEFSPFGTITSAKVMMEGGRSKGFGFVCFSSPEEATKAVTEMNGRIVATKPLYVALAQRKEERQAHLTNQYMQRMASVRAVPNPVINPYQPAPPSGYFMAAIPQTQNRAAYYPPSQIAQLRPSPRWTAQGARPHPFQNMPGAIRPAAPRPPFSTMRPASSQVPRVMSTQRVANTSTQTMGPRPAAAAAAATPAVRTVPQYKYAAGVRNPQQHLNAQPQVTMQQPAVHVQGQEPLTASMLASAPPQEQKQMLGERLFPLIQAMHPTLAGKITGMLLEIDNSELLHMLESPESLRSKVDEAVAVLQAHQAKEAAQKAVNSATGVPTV
Rpn11 inh = Rpn11 (human) deubiquitinase inhibition; calls only at 20 µM; hit rate 0.59% among 360,000; human 26S proteasome, Ub4-pepOG fluorescence polarization; 20S core pre-blocked with epoxomicin; O00487;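 active = inhibition at 20 µM, scaled to each plate's controls, above about 33%, limit read from the data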
NadD inh = inhibitors of Staphylococcus aureus NadD | hit rate 0.78% among 360,000 | inhibition, % at 20 µM | purified NadD enzyme, colorimetric absorbance read-out; in the data active = inhibition above about 26%; also: some compounds past the cut are filed as inactive
Tb MetRS inh = Trypanosoma brucei MetRS inhibition; purified T. brucei MetRS, ATP depletion, Kinase-Glo luminescence; inhibition, % at 11.9 µM; hit rate 0.4% among 360,000;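 active = inhibition above a per-plate cutoff of the control wells' mean inhibition plus 3 SD, cut at about 5.5% in these data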;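 also: 0% = DMSO wells median and 100% = median of wells with control inhibitor compound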
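Test system – parasite MetRS enzyme · Reagent – substrates ATP, L-methionine and bulk Escherichia coli tRNA · Doses – 11.9 µM compound single dose, 0.9% DMSO · Times – 15 min enzyme-compound preincubation, 2 h reaction, 10 min detection, 25 °C · Signal – Kinase-Glo luminescence, ATP depletion format · Controls – DMSO-only wells as low control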
SUMO1-SIM PPI = alters human SUMO1 binding to SIM partners; P63165; SUMO1 binding to a labelled peptide, TR-FRET, 1 h; inhibition, % at 20 µM; hit rate 0.33% among 360,000; in the data active = inhibition above about 37%
STEP block = STEP (human) phosphatase inhibition; P54829; recombinant STEP, OMFP fluorogenic substrate, fluorescence; inhibition, % at 20 µM; hit rate 0.25% among 360,000; AID 588621;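 active = inhibition at 20 µM, scaled per plate between control wells, above about 37%, limit read from the data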;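 also: 0% = DMSO with enzyme and substrate and 100% = substrate only without enzyme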
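Material: STEP (striatal-enriched tyrosine phosphatase) enzyme, cell-free; Compound dosing: 20 µM single dose in 1% DMSO; Technique: fluorescence read at 480 nm ex / 540 nm em; Times: reaction 20 min, ambient temperature; Medium: 50 mM Bis-Tris pH 6.0 with 2.5 mM DTT and 0.005% Tween 20; Also added: OMFP at 25 µM.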
Scp-1 inhibitor = blocks human Scp-1 phosphatase activity; Q9GZU7; Recombinant Scp1, phosphopeptide, malachite green phosphate absorbance; inhibition, % at 20 µM; hit rate 0.88% among 340,000;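 active = inhibition above about 50% at 20 µM, limit read from the data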;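 also: plate controls were DMSO wells with enzyme for no effect and wells lacking enzyme for full effect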
Target sequence (Q9GZU7 76-261 limits assumed): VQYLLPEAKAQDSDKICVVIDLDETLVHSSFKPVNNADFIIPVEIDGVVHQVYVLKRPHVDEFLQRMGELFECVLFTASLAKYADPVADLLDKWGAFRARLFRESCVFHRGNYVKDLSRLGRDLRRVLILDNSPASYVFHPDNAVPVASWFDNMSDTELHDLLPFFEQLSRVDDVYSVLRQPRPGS
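Assay system: SCP-1 catalytic fragment, aa 76-261 | Buffer or medium: Tris acetate buffer pH 5.5 with MgCl2 and Tween-20 | Compound: One concentration, 20 µM, with 1.0% DMSO | Also added: Phospho 17-mer peptide substrate | Signal: Absorbance at 630 nm | Incubation: 45 min enzyme reaction at room temperature | Measure: % inhibition of SCP-1 phosphate liberation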
LMPTP inh = LMPTP (human) inhibition | recombinant LMPTP-A, OMFP fluorogenic substrate, fluorescence intensity | P24666 | hit rate 0.22% among 360,000 | inhibition, % at 20 µM | AID 651560;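 active = compounds that cut the enzyme signal by at least half of the control window in the single-dose screen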;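 also: plate controls were DMSO wells with enzyme plus substrate for no effect and substrate without enzyme for full effect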
Target sequence (P24666 whole entry, looked up): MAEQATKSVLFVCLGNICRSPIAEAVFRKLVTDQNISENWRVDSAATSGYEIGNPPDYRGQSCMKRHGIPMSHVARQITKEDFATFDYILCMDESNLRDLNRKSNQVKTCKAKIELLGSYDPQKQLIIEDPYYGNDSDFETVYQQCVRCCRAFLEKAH
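material = LMPTP-A | quantity = 0.625 nM enzyme | reagent = OMFP substrate, 400 µM final | buffer or medium = Bis-Tris pH 6.0, DTT, detergent | detection = endpoint fluorescence intensity from OMFP dephosphorylation | dosing = single 20 µM dose | read-out basis = % inhibition relative to no-enzyme and uninhibited control wells | control set = no-enzyme and uninhibited controls | timing = 50 min at room temperature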
Numbers without * were called inactive; i = inactive; . = no result given.

molecule	CSN inh	DNMT1 inh	PABP1 MLLE inh	Rpn11 inh	NadD inh	Tb MetRS inh	SUMO1-SIM PPI	STEP block	Scp-1 inhibitor	LMPTP inh
COc1cccc(N2C(=NC(=O)C3CCCCC3)SC3CS(=O)(=O)CC32)c1 (stereo not drawn)	-2	2	-1	i	-5	-0.3	4	-3	-6	1.2
O=C(O)c1cccc2c3c([nH]c12)CCCC3	1	0	-12	i	-4	-0.8	2	12	-5	0.6
COC(=O)Nc1ccc(S(=O)(=O)n2cnc3ccccc32)cc1	5	4	4	i	-2	-0.1	-1	-2	-8	-0.5
COc1ccc(NC(=O)CCCN2C(=O)C3C4C=CC(C4)C3C2=O)c(OC)c1 (stereo not drawn)	3	1	-7	i	11	-0.4	-3	4	-7	-0.1
CCn1c(=O)n(CC(=O)Nc2cc(OC)c(OC)c(OC)c2)c(=O)c2ccccc21	-2	6	-19	i	0	-1.7	2	-4	-8	1.5
COc1ccc(CN2CCN(c3ccc(F)cc3)CC2)c(OC)c1OC	4	-1	12	i	-13	-0.4	-2	-2	-11	-1.9
c1ccc(COC2CCCN(Cc3nc(-c4cnccn4)no3)C2)nc1 (stereo not drawn)	-2	-2	1	i	-3	-0.3	1	1	-7	-1.8
CCOC(=O)C1CCCN(Cc2c(C(=O)N3CCOCC3)nc3ccccn23)C1 (stereo not drawn)	-3	2	4	i	-2	-0.9	-2	-2	1	-1.6
O=C(Oc1ccc2c(-c3ccccc3)cc(=O)oc2c1)c1cccs1	12	9	9	i	-3	-0.7	-10	-1	-15	2.8
CC(=O)N(c1ccc(C)cc1)C1C=CS(=O)(=O)C1 (stereo not drawn)	-2	4	9	i	-1	-0.9	2	3	30	-2.1
Cc1cc(=O)n2[nH]c(N3C(=O)CCC3=O)nc2n1	-3	5	-6	i	4	-0.2	-1	-2	-3	-0.9
O=C(NCCc1cnccn1)C1CCC(=O)N(Cc2ccc(Cl)cc2)C1 (stereo not drawn)	1	1	4	i	0	-0.2	1	0	-6	-0.3
CCCOC(=O)Nc1ccc(S(=O)(=O)Nc2ncccn2)cc1	0	-1	14	i	-4	0.0	6	2	-1	0.6
CCOC(=O)CCCN(c1[nH]c(C)c(C)c1C#N)S(=O)(=O)c1ccc(C)cc1	1	-3	13	i	-5	0.1	2	-2	.	-0.8
COc1ccc(NC(=O)c2cc3c(s2)CCC(C)C3)cc1S(=O)(=O)N1CCOCC1 (stereo not drawn)	-15	-13	-14	i	-15	-0.1	1	-2	-9	3.1
CC(C)NC(=O)C1(C)CCN1Cc1ccc(Cl)cc1 (stereo not drawn)	-5	1	6	i	-6	-0.1	5	-2	.	-0.5
CC(=O)Oc1ccccc1Cn1c(C)c(C(=O)N(C)Cc2ccc(F)cc2)sc1=O	-6	-1	5	i	2	-0.7	6	0	.	-0.7
COc1ccc2cc(C(=O)N3CCN(c4ccccc4F)CC3)[nH]c2c1	-2	-5	0	i	-1	0.9	0	-1	-7	1.0
CN1C(=O)N(C)C2(c3ccccc3)Nn3c(s/c(=C/c4ccco4)c3=O)=NC12c1ccccc1 (stereo not drawn)	9	5	-12	i	2	-0.7	0	-7	-4	1.3
COc1ccc(-n2nc3c(c2NC(=O)c2ccc4c(c2)OCO4)CS(=O)(=O)C3)cc1	1	-3	12	i	-1	-0.6	4	0	1	1.6
COc1ccc(S(=O)(=O)N2CCCC2CNC(=O)C(=O)NCc2ccccc2)cc1 (stereo not drawn)	-6	-1	0	i	-6	-0.1	-1	-2	-11	0.0
COc1ccc(-c2nc(SCC(=O)N3CCOCC3)n[nH]2)cc1	-3	4	-8	i	-2	-0.8	2	0	-11	-0.6
CC(=O)NC(=S)Nc1ccc(NC(=O)c2cccs2)cc1	-1	-2	13	i	-6	-0.1	-6	-1	4	0.2
CCSc1nnc(NC(=O)c2cccnc2)s1	2	34	-5	i	-8	0.5	-3	8	12	0.9
O=c1c2nncn2c2cccnc2n1CCNc1ncc(C(F)(F)F)cc1Cl	2	1	2	i	-8	0.0	-2	-3	-2	-2.5
CC(C)(C)NC(=S)N1CCC(C(=O)c2ccc(F)cc2)CC1	6	4	-113	i	-4	-0.1	-1	3	-4	-0.9
CCC(=O)c1ccc(OCC(O)CN2CC(C)OC(C)C2)cc1 (stereo not drawn)	1	19	3	i	0	-0.6	0	-1	-7	-0.9
COc1ccc(NC(=O)N(Cc2cc3cc(C)ccc3[nH]c2=O)CC2CCCO2)cc1 (stereo not drawn)	-6	0	-8	i	5	12*	6	-3	4	0.1
CC1(NC(=O)NCc2ccccc2)CCS(=O)(=O)C1 (stereo not drawn)	-2	4	13	i	3	-0.4	4	-2	-4	-2.3
O=C1CNc2cc(Cl)ccc2N1	18	-1	-12	i	-5	0.0	-14	-2	.	-0.3
CCn1ncc(C2=NOC(C(=O)Nc3cnn(C45CC6CC(CC(C6)C4)C5)c3)C2)c1C (stereo not drawn)	1	-13	-4	i	0	0.4	-1	6	1	1.3
COC(C[C@H](O)[C@H](C)[C@@H](O)COCc1ccccc1)OC	-3	1	9	i	-2	-0.4	-2	-2	-2	-2.4
CC(=O)c1cccc(N(C(=O)CNC(=O)c2ccco2)C(C(=O)NCC2CCCO2)c2ccccc2)c1 (stereo not drawn)	-3	1	3	i	-4	-0.1	-3	-2	-5	-1.9
Cc1c(N2C(=O)c3ccc4c5c(ccc(c35)C2=O)CC4)c(=O)n(-c2ccccc2)n1C	7	90*	3	i	20	-0.4	-5	7	65*	52*
Cc1cc(C)n2nc(C(=O)OCC(=O)NC(=O)c3ccccc3)nc2n1	2	0	-1	i	-3	-0.2	3	3	-7	-0.6
O=C(CSc1ncn[nH]1)Nc1nc(-c2ccccc2)ns1	-2	2	1	i	-2	-1.0	1	-2	3	-2.8
Nn1c(SCC(=O)N2CCOCC2)nnc1-c1cccnc1	0	0	-18	i	4	-0.3	0	-1	0	-0.9
Cc1cccc(OCCNc2ccc([N+](=O)[O-])cn2)c1	2	3	-1	i	-6	3.2	-16	0	-3	1.0
COc1ccc(C)cc1NC(=O)C1CCCN(S(=O)(=O)c2ccc3c(c2)CCCN3C(C)=O)C1 (stereo not drawn)	1	-1	4	i	5	-0.5	1	-1	-8	-1.4
O=C(NNC(=O)c1cccc2ccccc12)c1cccc(F)c1	0	5	-11	i	0	-0.4	-23	-2	-7	0.3

In the list so far, two contain a furan ring, fused or not.
molecule	CSN inh	DNMT1 inh	PABP1 MLLE inh	Rpn11 inh	NadD inh	Tb MetRS inh	SUMO1-SIM PPI	STEP block	Scp-1 inhibitor	LMPTP inh
CN1C(=O)N(C)C2(c3ccccc3)Nn3c(s/c(=C/c4ccco4)c3=O)=NC12c1ccccc1 (stereo not drawn)	9	5	-12	i	2	-0.7	0	-7	-4	1.3
CC(=O)c1cccc(N(C(=O)CNC(=O)c2ccco2)C(C(=O)NCC2CCCO2)c2ccccc2)c1 (stereo not drawn)	-3	1	3	i	-4	-0.1	-3	-2	-5	-1.9

Continued.
molecule	CSN inh	DNMT1 inh	PABP1 MLLE inh	Rpn11 inh	NadD inh	Tb MetRS inh	SUMO1-SIM PPI	STEP block	Scp-1 inhibitor	LMPTP inh
Cc1cnc(CNC(=O)C2CCC(=O)N(CCc3ccc(Cl)cc3)C2)cn1 (stereo not drawn)	-2	0	-2	i	1	-1.5	11	-2	-1	0.2
COc1ccc(Nc2c([N+](=O)[O-])ccc3c2=NC2(CCCCC2)N=3)cc1	-6	-19	14	i	-1	-0.8	-16	2	-2	6.2
CC(C)OCCCN1CN(S(=O)(=O)c2cccc(Cl)c2)c2nc3ccccc3nc21	-3	-2	0	i	-4	-0.5	-11	-2	-12	-1.5
CCC(=O)c1ccc(OCC(O)CNC(C)c2ccccc2)cc1 (stereo not drawn)	-6	4	-4	i	-10	-0.7	6	0	-5	-1.3
O=C(NCc1ccco1)NCC(F)(F)F	2	18	5	i	3	-1.1	0	-4	-7	-2.0
CC(=O)N(C1=C(N)C(=O)c2ccccc2C1=O)c1ccccc1	-2	-5	-1	i	-5	-0.1	-20	2	-4	-0.2
CC1CCN(CC(=O)Nc2cccc([N+](=O)[O-])c2)CC1	3	5	4	i	-3	-0.6	-14	2	-6	-0.5
CC(=O)Nc1ccc2c(c1)C(=O)c1ccc(Cl)cc1-2	-2	2	15	i	0	-0.2	-17	4	16	5.5
COC(=O)c1cc(C(=O)Nc2ccc(C)cn2)cc([N+](=O)[O-])c1	-6	5	-8	i	-1	-0.6	-2	-1	12	-0.4
Cc1cc(Cl)ccc1OC(C)C(=O)Nc1ccc(S(=O)(=O)N2CCOCC2)cc1 (stereo not drawn)	-3	-5	-8	i	-2	-0.2	-2	3	-10	3.8
COc1ccc(CCNC(=O)CCc2nnc(Cc3ccc4c(c3)OCO4)o2)c(OC)c1	-1	-3	-3	i	-3	-0.3	-2	1	-1	0.3
Cc1ccc(O)c(CP(=O)(c2ccccc2)c2ccccc2)c1	0	-2	-23	i	-4	-0.5	-1	3	-7	-2.2
COCCCNC(=O)c1cn(CC(C)C)c(=O)c2c1c1ccccc1n2C	-2	-2	1	i	1	-0.8	-3	0	-5	-0.3
Cc1oc2ccc(O)cc2c1C(=O)c1ccccc1	3	1	-2	i	-7	-1.2	7	0	-5	1.0
C=CCOC(=O)C1=C(C)N=C2SCCC(=O)N2C1c1ccc(OC(=O)c2ccco2)cc1 (stereo not drawn)	0	-10	-103	i	18	-0.2	-2	-4	-11	0.8
NC(=O)NC(Cc1ccccc1)C(=O)N1CCN(S(=O)(=O)c2ccc(Cl)cc2)CC1 (stereo not drawn)	-3	0	-2	i	-3	-0.4	-4	0	-3	-0.1
C[C@H](CO)N1C[C@H](C)[C@@H](CN(C)S(=O)(=O)c2ccc(Oc3ccccc3)cc2)OCc2cnnn2CCCC1=O	-2	1	2	i	1	-1.6	-1	2	.	-0.9
CCC1(C)Cc2ccccc2-c2nc3n(c(=O)c21)CC(C(=O)O)S3 (stereo not drawn)	-2	3	5	i	-2	0.4	1	0	-2	-1.2
Brc1ccc2nc(N3CCN(c4ccccc4)CC3)sc2c1	5	-1	-2	i	0	-0.4	2	-4	-7	-0.3

Bioassay records from PubChem BioAssay.
